Screening results (PubChem)
Fam108B inh – Fam108B inhibition, counter-screen for RBBP9 inhibitors; recombinant Fam108B, FP-Rh probe fluorescence polarization; 0.33% of 300,000 active; inhibition, % at 9.51 µM;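 active = inhibition above the screen mean inhibition plus 3 SD, computed separately per campaign, cut at about 18% in these data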;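 note: inhibitors lower polarization as less probe binds the enzyme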
MCL1 BIM primary – MCL1-BIM-BH3 interaction inhibition (human); Q07820; GST-MCL1 / FITC-Bim-BH3 fluorescence polarization; inhibition, % at 10.9 µM; 0.68% of 320,000 active; AID 2057;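 active = inhibition above the mean inhibition of all tested compounds plus 3 SD, set per campaign, cut at about 40% in these data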;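 note: 0% = DMSO wells and 100% = unlabeled Bim-BH3 peptide control; higher means more loss of mP so more displacement of Bim peptide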
BCLXL inh – Bcl-xL (human) inhibition | inhibition, % at 10.9 µM | GST-Bcl-xL / FITC-Bim BH3 peptide fluorescence polarization | Q07817 | 0.7% of 320,000 active;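 active = inhibition above the mean of all tested compounds plus 3 SD, cutoff set per campaign, cut at about 30% in these data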;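 note: 0% = DMSO wells and 100% = unlabeled Bim-BH3 peptide competitor; inhibitors lower millipolarization by displacing the labeled peptide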
Target sequence (Q07817 whole entry, looked up): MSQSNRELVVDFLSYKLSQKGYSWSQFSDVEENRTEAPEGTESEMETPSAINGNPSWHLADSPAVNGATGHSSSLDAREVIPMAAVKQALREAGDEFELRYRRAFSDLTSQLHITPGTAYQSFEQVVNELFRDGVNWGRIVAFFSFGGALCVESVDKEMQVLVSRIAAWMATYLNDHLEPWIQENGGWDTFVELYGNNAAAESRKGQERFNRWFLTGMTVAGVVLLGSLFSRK
pPAFAH inh – pPAFAH (human) enzyme inhibition; Q13093; recombinant pPAFAH, FP-rhodamine probe fluorescence polarization; inhibition, % at 3.39 µM; 1.5% of 330,000 active; AID 463082;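 active = inhibition above the mean inhibition across the screen plus 3 SD, cut at about 25% in these data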;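 note: inhibitors block binding of the rhodamine activity-based probe so polarization drops; 0% = enzyme with DMSO and 100% = wells lacking pPAFAH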
PME-1 primary – PME-1 (human) inhibition; Q9Y570; recombinant PME-1, FP-Rh probe fluorescence polarization; inhibition, % at 5.9 µM; 0.53% of 320,000 active; AID 2130;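 active = inhibition above the campaign mean of all compounds plus 3 SD, cut at about 26% in these data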;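 note: competitive labeling of PME-1 active site by serine hydrolase directed probe; 0% = PME-1 with DMSO and 100% = wells lacking PME-1 enzyme; inhibitors block probe labeling so polarization falls and inhibition rises; many of its hits are not listed in these tables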
MEX-5 binding – C. elegans MEX-5 TCR-2 RNA binding activity. AID 1832. Q9XUB2. 0.38% of 300,000 active. MEX-5/FITC-TCR2 RNA binding, fluorescence polarization; active compounds read low. activity score (negative = inhibition of binding), % at 10 µM;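 active = inhibition past about -25% in most replicates, and total fluorescence under double the plate's negative control median, limit read from the data; inconclusive = replicates evenly split on the limit, or fluorescence at least double controls; inactive = too little inhibition in most replicates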;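 note: 0% = DMSO and -100% = 5 µM competing unlabeled TCR2 RNA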
Target sequence (Q9XUB2 whole entry, looked up): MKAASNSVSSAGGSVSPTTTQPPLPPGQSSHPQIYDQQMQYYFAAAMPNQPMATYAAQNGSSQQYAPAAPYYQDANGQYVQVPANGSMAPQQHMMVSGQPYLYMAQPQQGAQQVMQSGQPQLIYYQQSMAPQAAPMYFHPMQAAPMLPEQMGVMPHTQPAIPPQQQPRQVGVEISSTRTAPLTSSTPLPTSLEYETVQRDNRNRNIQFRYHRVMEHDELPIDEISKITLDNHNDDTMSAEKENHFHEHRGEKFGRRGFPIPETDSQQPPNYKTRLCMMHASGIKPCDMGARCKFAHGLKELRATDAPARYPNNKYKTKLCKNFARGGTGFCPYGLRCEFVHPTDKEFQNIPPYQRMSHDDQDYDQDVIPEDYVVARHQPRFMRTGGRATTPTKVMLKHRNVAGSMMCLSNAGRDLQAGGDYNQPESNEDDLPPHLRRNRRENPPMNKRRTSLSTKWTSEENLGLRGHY
GLD-1 RNA inh – GLD-1-TGE RNA interaction inhibition (C. elegans). Q17339. purified GLD-1 + fluorescein TGE RNA, fluorescence polarization. inhibition, % at 5.96 µM. 0.44% of 320,000 active;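 active = percent inhibition above a per-plate cutoff, the plate mean of test compounds plus 3 SD, cut at about 30% in these data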;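 note: 0% = DMSO wells with GLD-1 and probe and 100% = wells lacking GLD-1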
AHR activator – activators of human aryl hydrocarbon receptor | activation, % at 5 µM | AHR-responsive luciferase reporter cells, luminescence | 2.5% of 320,000 active; in the data active = activation above about 47%;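 note: 0% = vehicle wells and 100% = reference agonist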
PAFAH1B2 FP inh – blocks human PAF acetylhydrolase 1b catalytic subunit 2; recombinant PAFAH1B2, FP-rhodamine activity probe, fluorescence polarization; inhibition, % at 3.39 µM; P68402; 1.2% of 340,000 active;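 active = inhibition above the mean of all tested compounds plus 3 SD, cut at about 24% in these data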;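 note: 0% = enzyme with DMSO and 100% = wells lacking PAFAH1B2; many of its hits are not listed in these tables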
Target sequence (P68402 whole entry, looked up): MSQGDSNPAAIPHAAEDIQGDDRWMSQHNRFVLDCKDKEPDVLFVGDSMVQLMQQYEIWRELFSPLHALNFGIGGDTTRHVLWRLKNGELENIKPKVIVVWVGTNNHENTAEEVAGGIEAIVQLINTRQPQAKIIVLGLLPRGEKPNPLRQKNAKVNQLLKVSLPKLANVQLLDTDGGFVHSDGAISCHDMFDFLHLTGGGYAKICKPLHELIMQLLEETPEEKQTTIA
* marks the source's active call; other numbers are inactive results; ? = inconclusive; . = no result given.

(1) O=C(O)c1csc(Br)c1Br
(2) CCN(CC)C(=O)CSc1nc2cc3c(cc2c(=O)n1CCCCCC(=O)NCc1ccc(OC)cc1)OCO3
(3) CCCN(CC(=O)Nc1ccccc1OC)C(=O)CCCN1C(=O)c2ccccc2C1=O
(4) CCOC(=O)C1=C(C)Nc2[nH]c(=O)[nH]c(=O)c2C1c1cccs1 (stereo unspecified)
(5) CCC1Nc2ncnc(N3CCN(c4ccccc4)CC3)c2N(Cc2ccc(Br)cc2)C1=O (stereo unspecified)
(6) S=C(NCc1ccco1)N1CCOCC1
(7) Cc1ccc(NC(=O)COC(=O)Cn2c(C)csc2=O)cc1C
(8) CN(C)S(=O)(=O)c1ccc(N2CCCC2)c(C(=O)NNC(=O)COc2ccc(Cl)cc2)c1

screen / no.	1	2	3	4	5	6	7	8
Fam108B inh	-2	1	0	0	-4	-2	-1	2
MCL1 BIM primary	-7	-4	4	2	8	0	9	4
BCLXL inh	4	0	0	6	5	-3	3	4
pPAFAH inh	4	6	-2	5	4	4	0	3
PME-1 primary	1	-7	8	-2	5	1	-2	8
MEX-5 binding	0.8	.	-1.4	0.7	0.6	-10	0.0	-1.2
GLD-1 RNA inh	0	7	9	-1	5	-7	3	5
AHR activator	-1	1	0	-3	4	4	1	2
PAFAH1B2 FP inh	0	-1	3	3	0	7	6	4

Reprinted from the part before: four entries; new compounds follow.
(5) CCC1Nc2ncnc(N3CCN(c4ccccc4)CC3)c2N(Cc2ccc(Br)cc2)C1=O (stereo unspecified)
(6) S=C(NCc1ccco1)N1CCOCC1
(7) Cc1ccc(NC(=O)COC(=O)Cn2c(C)csc2=O)cc1C
(8) CN(C)S(=O)(=O)c1ccc(N2CCCC2)c(C(=O)NNC(=O)COc2ccc(Cl)cc2)c1
(9) COc1cc(S(=O)(=O)N2CCN(C)CC2)ccc1Cl
(10) O=C(NCCC1=CCCCC1)C1CCN(S(=O)(=O)c2cccc3cccnc23)CC1
(11) CC(Oc1ccccc1)C(=O)Nc1ccc(S(=O)(=O)NCC2CCCO2)cc1 (stereo unspecified)
(12) Cc1cccc(-c2ncc(CN3CCN(CC(C)C)C(CCO)C3)cn2)c1 (stereo unspecified)
(13) CC(=O)N[C@@H](Cc1c[nH]c2ccccc12)C(=O)OCC(=O)NCc1ccc2c(c1)OCO2
(14) COc1ccc(/C=C/C(=O)N2CCN(C)CC2)cc1S(=O)(=O)N1CCCCC1
(15) COc1ccc([C@@H]2[C@@H]3C(=O)N(C(C)(C)C)C(=O)[C@@H]3[C@]3(CC(C)C)C(=O)N(c4cccc(Br)c4)C(=O)N23)cc1
(16) O=C(CCN1C(=O)/C(=C/c2ccccc2)SC1=S)NNC(=O)c1cccnc1

screen / no.	5	6	7	8	9	10	11	12	13	14	15	16
Fam108B inh	-4	-2	-1	2	-4	-1	-5	-5	-3	-6	-4	1
MCL1 BIM primary	8	0	9	4	0	1	3	-2	-8	0	-2	5
BCLXL inh	5	-3	3	4	2	-2	2	-1	-4	1	7	5
pPAFAH inh	4	4	0	3	6	-5	1	5	3	-4	-4	-1
PME-1 primary	5	1	-2	8	1	16	-6	-6	3	-10	-10	-7
MEX-5 binding	0.6	-10	0.0	-1.2	1.0	-2.7	1.3	0.3	0.9	-0.9	-3.3	3.0
GLD-1 RNA inh	5	-7	3	5	5	-1	0	12	-1	-4	8	5
AHR activator	4	4	1	2	2	-1	-1	7	0	7	5	15
PAFAH1B2 FP inh	0	7	6	4	8	9	1	2	6	5	-1	5

(17) CCSc1nnc(NC(=O)c2ccc3c(c2)OCO3)s1
(18) CCCOc1ccc(Oc2cc(C)nc(SC)n2)nn1
(19) Cc1ccc(S(=O)(=O)N2CCOCC2)cc1C(=O)NC1CCCC(C)C1C (stereo unspecified)
(20) CC(CCc1ccccc1)NC(=O)c1ccccc1F (stereo unspecified)
(21) N/C(CN1CCCC1=O)=N\OC(=O)c1ccccc1Cl
(22) O=C1C(Cl)=C(N2CCCC2)C(=O)N1c1ccc(F)cc1
(23) CNCc1nc2ccccc2[nH]1
(24) CCc1ccccc1NC(=O)N1CCC(NC(=O)C(Cc2ccc(OC)c(OC)c2)NC(C)=O)CC1 (stereo unspecified)

screen / no.	17	18	19	20	21	22	23	24
Fam108B inh	0	2	-1	5	2	-2	1	0
MCL1 BIM primary	1	-4	-2	11	2	-1	12	2
BCLXL inh	1	0	-4	8	3	3	3	3
pPAFAH inh	0	-5	-1	-1	3	5	-4	-1
PME-1 primary	-4	1	7	2	-6	0	-2	3
MEX-5 binding	-0.8	-0.4	2.8	1.6	-1.2	-3.4	1.9	-3.3
GLD-1 RNA inh	2	0	10	12	-2	9	-1	10
AHR activator	26	3	1	3	9	-1	2	0
PAFAH1B2 FP inh	0	-1	4	-1	0	3	-1	4

(25) O=C1c2ccccc2NC(c2cccc(O)c2)N1NS(=O)(=O)c1ccccc1 (stereo unspecified)
(26) CC(C)C[C@H]1CN=C(N(C)C)N1CC1CCCCCC1
(27) CCOc1ccc(CN2CCN(C3CCC3)CC2CCO)cc1 (stereo unspecified)
(28) CCOC(=O)N1CCN(CC(=O)Nc2sccc2C#N)CC1
(29) O=C(COC(=O)CNS(=O)(=O)c1ccc(Br)cc1Cl)NC1CCCC1
(30) CCCCOc1ccc(/C=C/C(=O)Nc2ccc([N+](=O)[O-])cc2C)cc1
(31) Cc1oc(-c2ccccc2)cc1C(=O)NC(Cc1c[nH]c2ccccc12)C(=O)O (stereo unspecified)
(32) N#CC1=C(N)SC(N)=C(C#N)C1c1cccc(O)c1

screen / no.	25	26	27	28	29	30	31	32
Fam108B inh	-4	-1	-1	7	-1	4	-4	-19
MCL1 BIM primary	5	-1	10	6	-10	8	-12	-101
BCLXL inh	5	0	5	5	-6	7	1	-51
pPAFAH inh	0	5	4	6	2	-2	13	1
PME-1 primary	-4	1	-3	5	0	6	-7	-24
MEX-5 binding	0.2	.	0.2	-0.4	-2.4	-0.5	-2.3	4.2
GLD-1 RNA inh	1	7	4	-3	-3	4	6	-104
AHR activator	8	0	1	0	5	6	23	1
PAFAH1B2 FP inh	8	-4	4	4	12	4	-1	4

(33) Cc1ccc(-n2c(SCC(=O)N3CCOCC3)nnc2-c2cccnc2)cc1
(34) Cn1c(=O)n(C)c2cc(NC(=O)Cc3ccccc3[N+](=O)[O-])ccc21
(35) CCO/N=C(/C)c1c(O)c(C)c(-c2ccccc2)n(-c2ccccc2)c1=O
(36) COc1ccc(N/C=C/c2nc(SC)nnc2C)cc1
(37) Cc1nn(-c2ccccc2)c(Cl)c1C1C(C#N)=C(N)OC2=C1C(=O)CC(C)(C)C2 (stereo unspecified)
(38) COc1cc(C2C(C#N)=C(N)Oc3c2oc(CO)cc3=O)ccc1OC(C)C (stereo unspecified)
(39) O=C(OCCN1C(=O)c2cccc3c(N4CCOCC4)ccc(c23)C1=O)c1ccccc1Cl
(40) O=C(N/C(=C\c1ccc([N+](=O)[O-])cc1)C(=O)N1CCOCC1)c1ccco1

screen / no.	33	34	35	36	37	38	39	40
Fam108B inh	-1	3	-2	2	8	-1	-3	-1
MCL1 BIM primary	3	-3	1	-55	16	-3	-9	4
BCLXL inh	7	3	7	-49	10	7	25	1
pPAFAH inh	1	0	2	2	-2	-4	-3	-1
PME-1 primary	0	0	3	14	6	-7	-11	-6
MEX-5 binding	-0.2	0.8	0.8	-8.8	0.0	-2.8	?	0.4
GLD-1 RNA inh	5	4	2	-75	-9	-1	19	7
AHR activator	1	10	-4	5	6	-1	3	-2
PAFAH1B2 FP inh	6	0	22	5	1	6	6	5

(41) COc1cc2[nH]c(C(=O)NN)c(N)c2cc1OC
(42) CC(=O)NC(CC(=O)Nc1ccc(S(=O)(=O)N2CCOCC2)cc1)c1ccccc1 (stereo unspecified)
(43) O=C(Nc1nnc(-c2ccc(F)cc2)o1)C1CCCN1S(=O)(=O)c1cccs1 (stereo unspecified)
(44) Cc1ccc(-c2noc(CNc3ccccc3)n2)cc1
(45) O=C(NCCc1ccccc1)C(c1ccc(F)cc1)N(C(=O)c1csnn1)C1CC1 (stereo unspecified)
(46) O=C(COC(=O)/C=C/c1ccco1)NCc1ccc(Cl)cc1Cl
(47) Cc1ccc(NC(=O)NCc2ccc3c(c2)OCO3)cc1
(48) CC(Oc1ccccc1)C(=O)OCC(=O)NC(=O)NC1CCCCC1 (stereo unspecified)

screen / no.	41	42	43	44	45	46	47	48
Fam108B inh	9	.	1	2	-1	.	5	.
MCL1 BIM primary	7	.	3	2	1	.	0	-2
BCLXL inh	9	.	3	1	7	.	5	4
pPAFAH inh	9	2	3	6	3	7	-4	6
PME-1 primary	4	.	2	-11	-5	.	-3	3
MEX-5 binding	?	.	1.1	1.3	1.6	.	1.0	.
GLD-1 RNA inh	6	5	2	-5	1	-1	5	0
AHR activator	12	1	-3	0	-1	1	6	0
PAFAH1B2 FP inh	.	2	0	5	6	4	3	2

(49) CC(C)(C)NC(=O)C(c1ccc(O)cc1)N(C(=O)CCC(=O)Nc1nccs1)c1cccc(F)c1 (stereo unspecified)
(50) COCn1c(-c2ccc(OC)c(OC)c2)nc2ccccc21
(51) Cc1nc2c(ccc3nc(NC(=O)c4ccc(S(=O)(=O)N(C)C)cc4)sc32)s1
(52) CCOC(=O)c1[nH]c2c(c1-c1ccc(OC)cc1)C(=O)CC(c1ccc(OC)c(OC)c1)C2 (stereo unspecified)
(53) O=C(Nc1cc(F)cc(F)c1)c1ccc(NCCc2ccccc2)c([N+](=O)[O-])c1
(54) CCc1ccc(NS(=O)(=O)c2ccc3c(c2)oc(=O)n3C)cc1
(55) Cc1ccc(N(CC(=O)NN=C2CCN(C)CC2)S(=O)(=O)c2ccccc2)c(C)c1
(56) COc1ccccc1C(=O)Oc1ccc2c(c1)O/C(=C\c1ccncc1)C2=O

screen / no.	49	50	51	52	53	54	55	56
Fam108B inh	6	1	-6	-3	3	1	3	-2
MCL1 BIM primary	0	5	9	-7	-6	3	-7	142*
BCLXL inh	1	9	8	0	6	2	1	123*
pPAFAH inh	1	1	4	-2	-4	58*	0	3
PME-1 primary	2	2	-4	-3	1	5	-11	0
MEX-5 binding	-4.5	-0.5	1.6	0.7	-4.6	-3.3	1.3	-26*
GLD-1 RNA inh	4	9	4	5	-57	-6	-2	101*
AHR activator	0	7	-3	1	57*	2	11	10
PAFAH1B2 FP inh	6	0	5	4	5	6	-1	3

(57) COC(=O)c1ccc2nc(NC(=O)C(C)C)sc2c1
(58) Cc1ccc(CNC(=O)CCS(=O)(=O)c2ccc3c(c2)oc(=O)n3C)cc1
(59) CCCNC(=O)NC(=O)COc1c(F)c(F)cc(F)c1F
(60) COCCCn1c(SCC(=O)Nc2ccc(C)cc2)nc2ccccc2c1=O
(61) Fc1cccc(Cl)c1CSC1=NCCS1

screen / no.	57	58	59	60	61
Fam108B inh	2	2	-7	-1	-3
MCL1 BIM primary	-7	4	-20	-1	2
BCLXL inh	-2	6	-4	3	5
pPAFAH inh	0	-3	5	7	1
PME-1 primary	3	4	-4	1	4
MEX-5 binding	0.7	-0.1	2.0	-1.6	0.3
GLD-1 RNA inh	1	-7	4	3	4
AHR activator	40	-1	-1	2	-1
PAFAH1B2 FP inh	1	0	-1	-3	-2

This is a subset, so the mix of outcomes need not match the whole.
